Assay outcomes: PubChem, several laboratories
p-CIP stab down: p/CIP protein destabilization; decrease of EGFP signal, % at 10 µM; Q05BA5; AID 1984; actives 0.01% (n = 290,000); F442A p/CIP-EGFP cells, EGFP fluorescence, 16 h;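 active = EGFP signal decrease of at least 30% at 10 µM or well 3 SD below plate mean, unless failing retest; inactive = the rest, including hits failing retest or dose response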; also: some compounds called inactive have numbers as strong as hits; many of its hits are not listed in these tables
CRFBP-R2 block: antagonists of CRF-binding protein/CRF-R2 receptor complex; HEK293 CRF-R2/CRF-BP, CRF-induced calcium fluorescence; inhibition, % at 11.8 µM; actives 0.59% (n = 350,000);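 active = inhibition of the ligand-induced calcium signal above about 50% at the single tested concentration, limit read from the data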
IMP-1 inhibitor: blocks Pseudomonas aeruginosa IMP-1 metallo-beta-lactamase; purified IMP-1, nitrocefin hydrolysis, epi-absorbance fluorescence; inhibition, % at 5.6 µM; actives 0.45% (n = 290,000); AID 1556;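 active = inhibition above the mean plus 3 SD of all compounds in the same screening run, cut at about 4.5% in these data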;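 also: 0% = IMP-1 with DMSO and 100% = DMSO wells lacking enzyme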
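System: purified IMP-1 / Input: IMP-1 dispensed at 0.2 nM / Medium: 50 mM HEPES pH 7.1, 50 µM ZnSO4, 0.05% Brij 35 / Timing: 15 min enzyme–compound preincubation, then 25 min nitrocefin reaction, 25 °C / Technique: plate fluorescence quenching by hydrolysis product, ex 480/em 530 nm / Repeats: singlicate testing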
IDE act: IDE (human) activation, cell-based; HEK cells, FAbeta-B cleavage, fluorescence polarization; 0% vehicle, 100% cell-free pure enzyme wells; activation, % at 5.96 µM; actives 0.073% (n = 340,000);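 active = activation above the mean of all tested compounds plus 3 SD, set per screening campaign, cut at about 17% in these data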
Target sequence (P14735 whole entry, looked up): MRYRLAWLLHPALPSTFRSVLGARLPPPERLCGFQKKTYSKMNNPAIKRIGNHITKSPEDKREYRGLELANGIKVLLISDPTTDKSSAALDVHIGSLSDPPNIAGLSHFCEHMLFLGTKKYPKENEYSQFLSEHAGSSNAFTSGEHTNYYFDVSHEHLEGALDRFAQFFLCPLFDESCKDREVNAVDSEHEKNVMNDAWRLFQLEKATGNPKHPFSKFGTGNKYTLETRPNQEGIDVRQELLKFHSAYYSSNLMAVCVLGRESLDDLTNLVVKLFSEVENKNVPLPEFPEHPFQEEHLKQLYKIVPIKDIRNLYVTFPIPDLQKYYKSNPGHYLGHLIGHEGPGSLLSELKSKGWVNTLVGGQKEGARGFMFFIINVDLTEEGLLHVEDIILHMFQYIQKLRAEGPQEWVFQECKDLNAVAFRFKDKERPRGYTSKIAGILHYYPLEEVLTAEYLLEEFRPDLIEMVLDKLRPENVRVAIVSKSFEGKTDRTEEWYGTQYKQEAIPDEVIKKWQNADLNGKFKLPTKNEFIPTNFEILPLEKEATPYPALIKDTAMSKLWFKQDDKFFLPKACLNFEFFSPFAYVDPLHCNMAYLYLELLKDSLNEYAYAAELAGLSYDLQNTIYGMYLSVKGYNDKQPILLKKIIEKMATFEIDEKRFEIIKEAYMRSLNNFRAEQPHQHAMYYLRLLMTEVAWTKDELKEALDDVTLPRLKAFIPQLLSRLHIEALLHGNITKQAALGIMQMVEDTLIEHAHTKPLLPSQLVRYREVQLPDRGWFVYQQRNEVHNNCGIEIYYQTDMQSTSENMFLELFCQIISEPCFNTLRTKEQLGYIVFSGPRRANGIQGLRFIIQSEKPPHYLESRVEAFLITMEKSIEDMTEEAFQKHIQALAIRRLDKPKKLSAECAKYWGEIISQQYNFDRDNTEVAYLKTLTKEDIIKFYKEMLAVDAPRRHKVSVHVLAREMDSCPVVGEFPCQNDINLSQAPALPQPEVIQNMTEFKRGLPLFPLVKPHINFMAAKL
IDE cell inh: cellular human IDE inhibition. P14735. HEK cells, FAbetaB cleavage, fluorescence polarization. inhibition, % at 5.59 µM. AID 434962. actives 0.41% (n = 320,000);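 active = percent inhibition above the average of all tested compounds plus 3 SD, set per screening campaign, cut at about 16% in these data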;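 also: IDE supplied by intact live HEK cells; FP after avidin binding of uncleaved biotin substrate so inhibition keeps polarization high; 0% = DMSO wells and 100% = 60 µM reference IDE inhibitor Ii1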
GalR3 antagonist: human GalR3 antagonism. O60755. HEK293 GalR3-CNG cAMP membrane potential fluorescence; galR3 body fused to GalR1 C-terminus. inhibition, % at 3 µM. actives 0.44% (n = 360,000). AID 651719;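 active = inhibition above the screen-wide average plus 3 SD, cut at about 13% in these data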;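 also: forskolin and galanin both at EC90 stimulate the cells; cAMP rise reported by CNG channel membrane potential dye signal; 0% = forskolin plus galanin with DMSO and 100% = forskolin alone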
UBC9 SUMO inh: SUMOylation inhibition. HTRF SUMOylation assay, SAE1/SAE2 + UBC9, in vitro. actives 0.36% (n = 290,000). inhibition, % at 35 µM; in the data active = inhibition above about 50%, passing the limit was not always enough; also: strong numbers were not always called active
VIM-2 inhibitor: blocks Pseudomonas aeruginosa VIM-2 metallo-beta-lactamase | actives 0.89% (n = 290,000) | inhibition, % at 5.6 µM | purified VIM-2, nitrocefin hydrolysis, epi-absorbance fluorescence;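 active = inhibition above the mean of all tested compounds plus 3 SD, cutoff set per screening run, cut at about 7.5% in these data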;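 also: red hydrolysis product quenches plate fluorescence so inhibitors raise well fluorescence; 0% = enzyme with DMSO and 100% = DMSO without enzyme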
HCV NS3 hel inh: HCV NS3 helicase inhibition; NS3 helicase DNA unwinding, Cy5 molecular beacon fluorescence; inhibition, % at 10.9 µM; actives 0.56% (n = 290,000);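 active = inhibition above the mean of all tested compounds plus 3 SD, set per campaign, cut at about 35% in these data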;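 also: 0% = DMSO wells and 100% = thioflavine S control wells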
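test system = hepatitis C virus NS3 helicase domain fragment enzyme | reagent = annealed dual-labelled DNA beacon duplex, ATP-started | times = 1 h at 25 °C | detection = Cy5 fluorescence, 0 and 60 min reads | read-out basis = percent inhibition from t60/t0 fluorescence ratio | control set = DMSO and thioflavine S | replication = one well per compound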
* hit, by the source's call; x = not tested or not shown.

SMILES	p-CIP stab down	CRFBP-R2 block	IMP-1 inhibitor	IDE act	IDE cell inh	GalR3 antagonist	UBC9 SUMO inh	VIM-2 inhibitor	HCV NS3 hel inh
Cn1c(SCC(=O)NNC(=O)Nc2ccc(Cl)cc2)nnc1-c1ccccc1	-5	-7	-4.5	x	5	0	-6	-3.5	-5
O=C(Nc1ccc(F)cc1)C1CC(=O)n2c(nc3ccccc32)N1 (centres undefined)	10	-17	-2.9	4	1	-4	11	-2.6	7
Cc1ccc(N(Cc2ccccc2)C(=O)c2ccc(S(=O)(=O)N3CCOCC3)cc2)cc1	x	26	x	4	5	0	x	x	x
CC(C)(C)OC(=O)[C@H](Cc1ccccc1)NC(=O)c1[nH]cnc1C(=O)Nc1ccc(Cl)cc1	0	-2	x	2	2	4	-42	x	x
COc1ccc(-n2c(CCC(=O)O)ccc2-c2ccc(F)cc2)c(OC)c1	-12	9	-2.5	4	-3	-9	8	-1.4	5
Cc1cccc(N(C)S(=O)(=O)c2cccc3nsnc23)c1	-6	-6	-1.9	4	6	0	9	-2.4	0
Cc1ccc(-c2nc3ccccc3o2)cc1NC(=O)Cc1cccs1	-16	-5	-1.4	1	4	0	25	-4.8	-5
CCC(=O)Nc1ccc2c(c1)nc(CCNC(=O)c1ccco1)n2C	-1	2	-3.3	3	-1	-8	13	0.2	-3
CC(=O)N1c2ccc(S(=O)(=O)NCC3CCC(C(=O)Nc4ncccc4C)CC3)cc2CC1C (centres undefined)	-11	4	-2.4	3	2	-6	13	-1.9	0
CCCc1cc(=O)oc2cc(OCC(=O)NCCCN3CCOCC3)c(Cl)cc12	-3	-10	-4.2	3	4	-4	3	1.0	3
CC(=O)c1c(C)[nH]c(C(=O)OCc2ccc(Br)cc2)c1C	-15	-30	-1.8	7	3	-3	3	-1.6	-15
CCCCCN(C(=O)NC(=O)NC(C)CC)S(C)(=O)=O (centres undefined)	-8	-2	-2.8	-4	4	-6	13	-3.5	8
COCCn1c(C)cc(C(=O)COC(=O)CCS(=O)(=O)c2ccc(C)cc2)c1C	x	-2	x	3	2	-4	x	x	x
Cc1cc2c(c(=O)n1CCCn1ccnc1)C(c1ccco1)C(C#N)=C(N)O2 (centres undefined)	-14	8	-4.6	2	-3	-5	6	-0.7	7
COC(=O)c1cc(S(=O)(=O)NCC2CCN(CCc3cccs3)CC2)cn1C	13	-5	-1.6	2	-2	-1	8	-0.5	-4
Cc1nn(CCc2n[nH]c(=S)n2-c2cccc(Cl)c2)c(C)c1[N+](=O)[O-]	-11	-3	-5.9	-7	3	-5	10	17*	-3
Cc1ccc2c(c1)C1CN(C)CCC1N2C(=O)c1ccc(Cl)c(S(=O)(=O)N2CCOCC2)c1 (centres undefined)	7	-2	-0.5	2	-3	-3	16	0.1	1
CN(Cc1ccccc1)C(=O)COC(=O)COc1ccc(C#N)cc1	-2	-1	0.2	4	-2	-2	-7	-0.9	24
Cc1cc(C)n(-c2ccc(F)cc2CN2CCN(Cc3ccccc3)C(CCO)C2)n1 (centres undefined)	12	-3	-1.4	0	1	1	12	-1.8	-1
CC(C)CSc1ncnc2c1oc1nc3c(cc12)COC(C)(C)C3	10	-40	-2.0	1	8	3	-10	-0.5	-8
COCCN1CN(S(=O)(=O)c2ccccc2)c2nc3ccccc3nc21	-15	-8	-0.8	1	-1	0	13	0.5	0
Cc1ccc(CNC(=O)CCn2cc(-c3ccc(C)cc3)nc2-c2ccncc2)cc1	9	-1	-1.6	2	-4	-1	-7	-3.5	-2
COc1cccc(NC(=S)Nc2ccc(F)cc2)c1	3	2	1.0	-4	-1	-4	-4	-1.6	-10
CN(CCOc1ccccc1)C(=O)CCc1nc2sc3c(c2c(=O)[nH]1)CCCC3	-14	-6	-2.5	0	3	-3	15	-0.3	-14
CCn1c(SCC(N)=O)nc2cc(S(=O)(=O)N3CCOCC3)ccc21	13	6	-4.0	4	7	-2	30	1.6	13
N#C/C(=C/c1ccc(O)c(O)c1)c1nc2ccccc2[nH]1	-170	-31	-2.1	-49	47*	10	-12	-1.0	1
Cc1ccc(-n2nnnc2-c2cnn(-c3cccc(F)c3)c2C(F)(F)F)cc1	-12	27	-2.8	4	-1	-2	4	-2.8	-9
Cc1nn(Cc2ccc(Cl)cc2)c(C)c1NC(=O)CSc1n[nH]c(C)c1[N+](=O)[O-]	3	6	-0.8	-1	0	-1	6	-2.6	3
O=C(CN1C(=O)C2(OCCO2)c2ccccc21)c1ccc(Cl)cc1	-11	-12	-2.4	4	4	-6	15	-1.7	0
CCCCn1c(N)c(N(CCOC)C(=O)c2cc(Cl)nc3ccccc23)c(=O)[nH]c1=O	x	-5	x	1	-4	-2	x	x	x
O=C1OCCC1S(=O)(=O)c1ccc2ccccc2c1 (centres undefined)	0	0	-1.9	5	3	-3	20	-3.9	-3
Cc1ccccc1C(=O)Nc1c(-c2cccs2)c(=O)c2ccccc2n1C	5	4	-2.4	-1	-8	-1	17	-2.5	0
O=C(O)c1ccc(N/N=C/c2cc3c(cc2[N+](=O)[O-])OCO3)cc1	5	-17	-3.2	2	-1	-1	26	-3.0	3
O=C(CSc1nc2c(cnn2-c2cccc(Cl)c2)c(=O)[nH]1)NCCC1=CCCCC1	x	10	x	1	-2	-2	x	x	x
COC(=O)c1oc2ccccc2c1NC(=O)/C=C/C(=O)O	2	-27	-2.0	-5	4	-3	-6	1.3	-6
Cc1ccc(-c2nc3cc(C)ccc3o2)cc1	-9	15	-3.0	0	-2	1	8	-3.7	-1
O=C(NCc1ccccc1F)c1ccc2c(c1)OCCO2	-6	18	-4.3	4	1	-3	9	0.2	2
CCCc1nc2cc(CC(=O)OC)ccc2o1	6	29	-0.4	1	-1	-4	-8	-1.1	15
CC(NC(=O)C1CCN(S(=O)(=O)c2ccc3nc4c(c(C(=O)O)c3c2)CCCC4)CC1)c1ccccc1 (centres undefined)	-4	17	0.5	3	-3	-5	6	-2.6	10
CC1CCC/C(=N/Nc2ccc([N+](=O)[O-])cc2[N+](=O)[O-])C1 (centres undefined)	-5	-10	-2.2	2	3	3	-19	-5.2	-5
COc1ccc(OC)c(C2C(C#N)=C(N)Oc3c2c(C)nn3-c2cccc(Cl)c2)c1 (centres undefined)	-1	21	-1.3	2	-4	-6	21	-2.5	6
O=C(NC(=S)N1CCOCC1)C12CC3CCC(CC(C3)C1)C2	-9	-2	-4.2	5	-2	-6	-2	-5.0	2
Cc1cc(-c2cc(C(=O)NC3CCCC3)on2)nc(NC2CCCC2)n1	2	-2	x	1	-2	-2	-33	x	x
O=C(COc1ccc(S(=O)(=O)N2CCCCC2)cc1)NCc1ccncc1	-6	27	-5.0	0	2	5	9	-2.1	2
C#CCOCCOCCOCCNc1nc(N2CCN(C(=O)Cn3cc(CC(C)O)nn3)CC2)nc(N2CCN(C(=O)Cn3cc(CC(C)O)nn3)CC2)n1 (centres undefined)	0	-2	1.0	3	3	-1	16	-0.9	-8

Entries of single compounds from above. Order of screens: p-CIP stab down, CRFBP-R2 block, IMP-1 inhibitor, IDE act, IDE cell inh, GalR3 antagonist, UBC9 SUMO inh, VIM-2 inhibitor, HCV NS3 hel inh
`O=C(NC(=S)N1CCOCC1)C12CC3CCC(CC(C3)C1)C2` as listed: -9, -2, -4.2, 5, -2, -6, -2, -5.0, 2
`CCCc1nc2cc(CC(=O)OC)ccc2o1` as listed: 6, 29, -0.4, 1, -1, -4, -8, -1.1, 15

(list continues)
SMILES	p-CIP stab down	CRFBP-R2 block	IMP-1 inhibitor	IDE act	IDE cell inh	GalR3 antagonist	UBC9 SUMO inh	VIM-2 inhibitor	HCV NS3 hel inh
CCN(c1ccccc1)S(=O)(=O)c1ccc(C(=O)NCC2(N(C)C)CCCCC2)cc1	x	-10	x	5	1	0	x	x	x
CCCCOC(=O)C1=C(C)NC(=O)NC1c1cc2c(cc1Br)OCO2 (centres undefined)	-2	-8	-3.6	-4	8	-11	-5	-2.8	-11
Oc1ccc(Br)cc1/C=N/Nc1nc(N2CCCCC2)nc(N2CCOCC2)n1	-13	-3	1.7	x	0	-2	26	0.5	7
CCc1nn(CC(=O)NCc2ccccc2Cl)c(=O)c2cccn12	-10	27	-2.9	5	3	-2	4	-6.2	5
Cc1ccc(Cl)cc1NC(=S)N(C)N	0	8	1.2	-3	7	-5	2	2.1	18
O=C(Nc1ccccc1)/C(=C/c1ccc([N+](=O)[O-])cc1)NC(=O)c1ccccc1	3	-10	-1.0	1	-5	-8	-1	0.5	-4
O=C(NCC1CCCO1)c1cc(-c2ccccc2)on1 (centres undefined)	-18	1	-4.1	3	-1	1	16	-5.2	3
O=C(NCc1ccc(F)cc1)C(c1ccc(F)cc1)N(C(=O)c1csnn1)C1CC1 (centres undefined)	0	-3	-2.7	0	1	-1	3	-0.8	-2
CNc1ccc(/C=C(\CCC(=O)O)c2nc3ccccc3s2)cc1[N+](=O)[O-]	-16	17	-4.4	4	13	-2	-27	11*	-5
COc1ccc(-n2c(-c3ccccc3)c[n+]3c2CCC3)cc1	-8	-9	-3.6	8	-4	-5	-19	-2.5	-2
O=C(NC1CCCC1)C1CC1c1ccccc1 (centres undefined)	-9	1	-1.0	6	6	-7	4	-3.6	9
CCc1ccccc1NC(=O)CSc1nnc([C@@H](N)Cc2ccccc2)o1	4	-12	-3.6	0	0	-3	17	-6.1	-1
CCOc1cc(NC(=O)C2CC2)c(OCC)cc1NC(=O)c1cccc(F)c1	-21	11	-2.5	1	1	-10	31	-0.7	-11
OC(COc1ccc(Cl)cc1)CN1C2=NCCCN2c2ccccc21 (centres undefined)	0	-14	-2.3	3	8	-2	19	-1.0	-14
Cn1ccsc1=NC(=O)c1ccc(Cl)c([N+](=O)[O-])c1	-13	2	0.0	-4	3	-5	17	-2.2	10
Cc1cccc(-c2c(NC(=O)c3ccco3)oc3c(C)cccc3c2=O)c1	-4	-7	-3.1	9	-13	-7	21	0.6	9
COc1cccc(N=Nc2c(N)[nH][nH]c2=O)c1	-9	3	-5.7	0	0	-2	-9	-3.5	-6
COc1ccc(CCNC(=O)Nc2ccc3c(c2)OCO3)cc1OC	4	4	-2.5	7	-1	-6	22	-2.7	-4
CCN1CCCC1CNC(=O)c1ccc2c(c1)N(Cc1ccccc1F)C(=O)c1ccccc1S2(=O)=O (centres undefined)	0	-10	-0.2	6	4	-8	-6	-0.1	-25
CCc1ccccc1NC(=O)c1ccc2c(c1)CCN2S(C)(=O)=O	2	-1	-2.9	1	0	-10	2	1.0	-4
NS(=O)(=O)c1cccc(NC(=O)CSc2nc3ccccc3c(=O)n2Cc2ccco2)c1	x	-7	x	1	2	-3	x	x	x

Rows are unselected. About 3.2% of those tested had a hit in this group.
